APOBEC3G inh: inhibitors of human APOBEC3G DNA deaminase; Q9HC16; recombinant A3G, ssDNA deamination FAM/TAMRA fluorescence; inhibition, % at 20 µM; actives 0.28% (n = 330,000);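 active = inhibition of at least 40% at 20 µM, with no more than 30% in the related APOBEC3A deaminase screen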;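 also: plate controls were DMSO wells with A3G for no effect and wells lacking A3G enzyme for full effect; some compounds called inactive have numbers as strong as hits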
Target sequence (Q9HC16 whole entry, looked up): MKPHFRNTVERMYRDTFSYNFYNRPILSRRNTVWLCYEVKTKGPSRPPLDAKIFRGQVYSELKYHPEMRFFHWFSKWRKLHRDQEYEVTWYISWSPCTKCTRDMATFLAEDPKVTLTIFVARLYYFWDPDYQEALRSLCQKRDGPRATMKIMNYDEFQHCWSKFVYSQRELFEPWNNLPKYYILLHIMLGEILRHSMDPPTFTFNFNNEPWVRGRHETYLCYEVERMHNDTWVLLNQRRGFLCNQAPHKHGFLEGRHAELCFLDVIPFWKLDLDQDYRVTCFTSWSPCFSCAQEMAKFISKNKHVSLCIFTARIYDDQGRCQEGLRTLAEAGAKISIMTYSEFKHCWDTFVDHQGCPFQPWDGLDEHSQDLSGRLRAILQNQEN
TIM10 inh: TIM10 yeast growth inhibition. S. cerevisiae TIM10 strain growth, BacTiter-Glo luminescence, 24 h. inhibition, % at 10 µM. actives 1.4% (n = 330,000). AID 463195;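 active = inhibition of 40% or more at the single tested concentration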;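 also: wild-type TIM10 isogenic control strain grown at permissive 25 °C; 0% = DMSO yeast wells and 100% = minimal medium wells without yeast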
NALP3 yeast inh: NALP3 inhibition in yeast | Yeast reconstituted NLRP3/ASC/caspase-1, beta-gal luminescence, 24 h | inhibition, % at 10 µM | actives 0.39% (n = 330,000);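 active = inhibition of 50% or more; inactive = inhibition below 50%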;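 also: plate controls were induced DMSO wells for no effect and uninduced yeast grown without galactose for full effect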
mIAP activ: mouse IAP activation | muIAP, CDP-Star luminescence, 30 min; hits give high values; 1 = vehicle-only enzyme signal, 0 = enzyme-free wells | activation factor at 10 µM | actives 0.24% (n = 330,000) | AID 2805;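 active = activation factor of at least 2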; also: the source names both 10 and 20 µM as test concentration; values of inactives mirror those of a sister screen read the other way
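System: Mouse IAP enzyme | Also added: CDP-Star substrate | Dosing: Compounds dispensed in DMSO | Schedule: 30 min enzyme-substrate-compound incubation at room temperature | Technique: Chemiluminescence readout | Control set: DMSO-only wells and no-enzyme negative control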
A3A deaminase: blocks human APOBEC3A ssDNA deamination; AID 493011; P31941; recombinant A3A, FAM/TAMRA ssDNA deamination fluorescence; actives 0.41% (n = 330,000); inhibition, % at 20 µM;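 active = at least 40% inhibition at 20 µM here, with at most 30% in a related deaminase screen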;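 also: plate controls were A3A with DMSO for no effect and wells lacking A3A enzyme for full effect; some results filed as inactive read as strong as hits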
Target sequence (P31941 whole entry, looked up): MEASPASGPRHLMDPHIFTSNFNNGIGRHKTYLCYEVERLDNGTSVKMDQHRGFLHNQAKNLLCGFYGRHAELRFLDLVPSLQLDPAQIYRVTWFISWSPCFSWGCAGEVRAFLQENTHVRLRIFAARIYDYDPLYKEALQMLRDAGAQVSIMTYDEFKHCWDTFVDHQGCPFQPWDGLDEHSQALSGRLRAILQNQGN
hIAP inh: blocks human intestinal alkaline phosphatase; P09923; purified IAP, CDP-Star luminescence, 30 min; actives 0.12% (n = 330,000); AID 2544; inhibition, % at 10 µM;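 active = inhibition reaching a set limit with compound at 10 µM in the primary screen, cut at about 35% in these data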;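 also: plate controls were DMSO wells with enzyme for no effect and no-enzyme buffer wells for full effect; values of inactives mirror those of a sister screen read the other way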
tim10-1 inh: inhibits growth of tim10-1 mutant yeast; S. cerevisiae tim10-1 ts strain growth, BacTiter-Glo, 24 h; inhibition, % at 20 µM; actives 2.2% (n = 330,000); AID 463190;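 active = inhibition of at least 40%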;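 also: mutant grown at 25 °C; 0% = DMSO wells with yeast and 100% = wells holding no yeast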
mIAP inh: blocks mouse intestinal alkaline phosphatase | inhibition, % at 10 µM | purified mouse IAP, CDP-Star luminescence, 30 min | actives 0.2% (n = 330,000);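 active = inhibition of at least 40% at 10 µM in the primary screen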;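 also: plate controls were DMSO with enzyme for no effect and no enzyme wells for full effect; values of inactives mirror those of a sister screen read the other way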
MIN6 prolif: induces beta-cell replication in MIN6 cells; actives 0.29% (n = 330,000); MIN6 cells proliferation, ATPlite luminescence, 48 h; cells starved in 0.2% serum; 100% = growth in 10% serum; proliferation, % at 10 µM;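 active = compounds whose signal lies at least 3.5 SD above the mean of all wells on their plate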;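 also: 0% = DMSO-treated cells in low-serum medium and 100% = 10% serum control; some compounds called inactive have numbers as strong as hits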
* = called active by the depositor.

[1] O=C(CN(CC1CCCO1)C(=O)CNS(=O)(=O)c1ccc(F)cc1)NCc1ccco1 (stereo not drawn)
[2] Cc1cccc(OCC(=O)NCc2ccncc2)c1C
[3] COc1ccc(N2CC(=O)N(c3ccc(OC)c(OC)c3)CC2=O)cc1OC
[4] CCN1C(=O)CC(N2CCN(c3cccc(OC)c3)CC2)C1=O (stereo not drawn)
[5] O=C(NCCN1CCCc2ccccc21)C1CCC(=O)N(CCc2ccccc2)C1 (stereo not drawn)
[6] COc1ccc(OC)c(NC(=O)CSc2sc3c(O)cc(=O)[nH]c3c2C#N)c1
[7] CC(=O)N1CCc2c(sc(NC(=O)C3CC3)c2-c2nc3ccccc3s2)C1
[8] O=C(C/C=N/OCc1c(Cl)cccc1Cl)c1ccc(Cl)cc1
assay / entry	1	2	3	4	5	6	7	8
APOBEC3G inh	-6	0	-7	0	-11	-1	-11	-7
TIM10 inh	5	-8	0	6	3	1	11	27
NALP3 yeast inh	8	15	13	0	5	15	27	28
mIAP activ	1	0.97	1	0.92	1	0.81	0.89	0.91
A3A deaminase	1	-2	-5	2	-3	21	-3	-2
hIAP inh	4	12	17	-19	-31	-2	-3	6
tim10-1 inh	8	-5	8	0	-1	-22	18	24
mIAP inh	0	3	-2	8	-4	19	11	9
MIN6 prolif	-2	-3	1	3	-2	0	-6	-4

Four compounds from above, ordered by the value under NALP3 yeast inh, highest first:
entry | smiles | NALP3 yeast inh
8 | O=C(C/C=N/OCc1c(Cl)cccc1Cl)c1ccc(Cl)cc1 | 28
7 | CC(=O)N1CCc2c(sc(NC(=O)C3CC3)c2-c2nc3ccccc3s2)C1 | 27
2 | Cc1cccc(OCC(=O)NCc2ccncc2)c1C | 15
3 | COc1ccc(N2CC(=O)N(c3ccc(OC)c(OC)c3)CC2=O)cc1OC | 13

(next part)
[9] COc1cc(NC(=O)COc2cc3oc(=O)cc(C)c3cc2Cl)cc(OC)c1OC
[10] CCn1c(/C=C/c2ccccc2Cl)nc2ccccc2c1=O
[11] CCc1ccc(C(C)NC(=O)/C=C/c2ccc(Br)cc2)cc1 (stereo not drawn)
[12] O=C(Cc1cccc(NC(=O)C2CCN(C(=O)CCc3ccccc3)CC2)c1)Nc1cccc(C(=O)N2CCCC2)c1
[13] CCn1c(CN(C)c2ccccc2)nc2ccccc21
[14] COc1ccc(C(=O)Nc2ccc(C)cn2)c(OC)c1
[15] c1ccc2c(c1)CCN2CCN1CCc2ccccc21
[16] COc1cccc(CN2CCC(Oc3ccc(C(=O)N4CCCCC4)cc3)CC2)c1
assay / entry	9	10	11	12	13	14	15	16
APOBEC3G inh	-7	-11	-6	-8	-3	-3	-9	-5
TIM10 inh	0	11	10	-6	2	26	-4	4
NALP3 yeast inh	7	11	20	7	26	15	20	5
mIAP activ	0.95	0.96	0.95	1.3	1	1	1	0.93
A3A deaminase	-5	-3	-5	2	-6	2	-5	-6
hIAP inh	-16	1	-36	5	10	4	-6	23
tim10-1 inh	24	32	0	6	12	-12	3	6
mIAP inh	5	4	5	-30	0	-5	0	8
MIN6 prolif	2	-5	-4	-6	4	-6	0	-3

[17] c1ccc2c(c1)Nc1ccncc1S2
[18] CCOc1ccc(S(=O)(=O)Nc2ccc(OC)nc2)cc1
[19] Cc1cc(NC(=O)c2ccc(Br)o2)ccc1NC(=O)c1ccco1
[20] Cc1ccc(N2CCN(/N=C/c3ccccc3[N+](=O)[O-])CC2)cc1
[21] Cc1nc(SC2CCOC2=O)c2c(C)c(C)sc2n1 (stereo not drawn)
[22] O=C(O)c1cccc2c(-c3ccccc3)c(-c3ccccc3)[nH]c12
[23] CC(=O)NCc1ccc(S(=O)(=O)NC(C(=O)O)C(C)C)cc1 (stereo not drawn)
[24] CN(C)/C=C(\C#N)S(=O)(=O)C(C)(C)C
assay / entry	17	18	19	20	21	22	23	24
APOBEC3G inh	0	-5	-4	-12	-2	-7	-3	-7
TIM10 inh	14	-2	8	26	17	-23	-13	-3
NALP3 yeast inh	23	-2	27	18	19	2	-4	14
mIAP activ	1	1	1.1	0.95	1	0.95	1.1	0.94
A3A deaminase	0	1	-2	0	5	-3	8	-5
hIAP inh	-10	7	16	10	-13	3	-4	7
tim10-1 inh	4	3	-28	4	16	13	3	-4
mIAP inh	-3	-5	-6	5	0	5	-5	6
MIN6 prolif	5	2	0	2	-4	-3	-2	6

[25] Cc1cc(Cl)c2oc(C(=O)N3CCC(O)(c4ccccc4)CC3)c(C)c2c1
[26] C#C[C@]1(O)CC[C@H]2[C@@H]3[C@H](C)CC4=C(CCC(=O)C4)[C@H]3CC[C@@]21C
[27] COc1ccc(C2C(C(C)=O)=C(O)C(=O)N2Cc2ccccc2)c(OC)c1 (stereo not drawn)
[28] Cc1ccc(N2CCN(S(=O)(=O)c3nnc(NC(=O)c4ccccc4)s3)CC2)cc1
[29] Cc1cccc(C)c1OCC(=O)NCc1nnc(SCC(=O)NC2CCCCC2C)n1C (stereo not drawn)
[30] O=C(Nc1cccc(Cl)c1)C1CCCN(S(=O)(=O)c2ccc(F)cc2)C1 (stereo not drawn)
[31] Cc1ccc(C(=O)c2coc3ccc(O)c(CN(C)C)c23)cc1
[32] COc1ccccc1C(=O)C1CCCN(C(=O)c2ccccc2Cl)C1 (stereo not drawn)
assay / entry	25	26	27	28	29	30	31	32
APOBEC3G inh	2	-3	-6	-3	10	-8	-3	-1
TIM10 inh	17	8	4	9	4	33	-2	-8
NALP3 yeast inh	8	42	11	16	1	1	17	20
mIAP activ	1	1.1	1	0.9	1	1.1	1.1	1
A3A deaminase	5	1	-1	-1	53*	2	-5	0
hIAP inh	-11	-2	-2	6	12	13	-25	-28
tim10-1 inh	21	29	16	13	11	33	-3	23
mIAP inh	-3	-10	0	10	-1	-15	-9	-4
MIN6 prolif	-5	-6	-4	-5	-1	-3	1	-4

Profiles, looked up by structure. Order of screens: APOBEC3G inh	TIM10 inh	NALP3 yeast inh	mIAP activ	A3A deaminase	hIAP inh	tim10-1 inh	mIAP inh	MIN6 prolif
CCn1c(/C=C/c2ccccc2Cl)nc2ccccc2c1=O as listed: -11	11	11	0.96	-3	1	32	4	-5
COc1ccc(N2CC(=O)N(c3ccc(OC)c(OC)c3)CC2=O)cc1OC as listed: -7	0	13	1	-5	17	8	-2	1

(further entries)
[33] Cc1c(NC(=O)CCC2CCCCC2)c(=O)n(-c2ccccc2)n1C
[34] CC(Nc1n[nH]c(=O)[nH]c1=O)C(=O)N/N=C/c1cccs1 (stereo not drawn)
[35] CC(C)COc1ccc(C(=O)OC2CC(C)(C)OCC2CN(C)C)cc1 (stereo not drawn)
[36] CC1CCCCC12NC(=O)N(Cc1cc(=O)n3ccsc3n1)C2=O (stereo not drawn)
[37] COc1cc(/C=C2/NC(=O)N(Cc3ccccc3F)C2=O)ccc1Oc1ccc([N+](=O)[O-])cn1
[38] Cc1ccc(NC(=O)C(OC(=O)c2ccc(C=O)cc2)c2ccccc2)cc1Cl (stereo not drawn)
[39] COc1cccc(CN2CCNC(=O)C2CC(=O)NC2CCCCC2)c1OC (stereo not drawn)
[40] COc1ccc(C(CNC(=O)COc2ccccc2)N2CCOCC2)cc1 (stereo not drawn)
assay / entry	33	34	35	36	37	38	39	40
APOBEC3G inh	0	-5	-4	-3	-11	-3	-4	-3
TIM10 inh	8	2	5	-21	-1	14	4	-6
NALP3 yeast inh	8	9	30	-11	3	12	17	17
mIAP activ	1	0.92	0.97	0.97	0.91	0.96	1	1
A3A deaminase	2	-3	-7	8	-5	-3	-5	-2
hIAP inh	12	9	2	-2	4	4	-18	-5
tim10-1 inh	10	-4	28	-3	4	12	13	-4
mIAP inh	-4	8	3	3	9	4	0	-1
MIN6 prolif	-1	0	-4	1	0	-6	-2	1

[41] CSCC[C@H](NC(=O)OC(C)(C)C)c1nnc(SCC=C(C)C)o1
[42] CCCc1nn(-c2cc(Cl)ccc2OC)c2c1C(=O)CCC2
[43] Cc1cc(C(=O)NNC(=O)c2ccc(Cl)c(S(N)(=O)=O)c2)c(C)o1
[44] O=c1c2c3c(sc2nc2n1CCCS2)CCCC3
[45] COc1ccc(C(C)NC(=O)c2ccoc2C)cc1OC (stereo not drawn)
[46] CC(=O)N1CCOc2ccc(S(=O)(=O)NCc3ccc(C)cc3)cc21
[47] COc1cccc(NC(=O)CSc2nnc(CNC(=O)c3ccccc3F)o2)c1
[48] O=C(NCCNc1ccc([N+](=O)[O-])cc1)c1ccco1
assay / entry	41	42	43	44	45	46	47	48
APOBEC3G inh	-7	-6	1	-4	-4	-5	-6	-4
TIM10 inh	-6	6	-4	20	13	-7	-3	8
NALP3 yeast inh	8	5	3	-5	12	11	18	19
mIAP activ	1.1	1	0.76	1.1	0.99	0.99	0.61	0.92
A3A deaminase	-4	-3	1	-6	1	-6	-4	0
hIAP inh	6	-4	-10	17	13	17	-8	-9
tim10-1 inh	33	23	-6	23	4	31	-12	-12
mIAP inh	-11	-5	24	-10	0	1	39	8
MIN6 prolif	1	5	2	-3	2	6	2	2

[49] COc1ccc2[nH]c(=O)c(CN(CC3CCCO3)S(=O)(=O)c3ccccc3)cc2c1 (stereo not drawn)
[50] Cc1cccc(C(=O)Nc2ccc(C(=O)N3CCCCC3C)cc2)c1 (stereo not drawn)
[51] Cc1ccc(C)c(NC(=O)CN(C)C(=O)Cc2coc3cc(C)c(C)cc23)c1
[52] CC(C)(C)C1CCc2c(sc(NC(=O)C3CCCO3)c2C(N)=O)C1 (stereo not drawn)
[53] NC(N)=NN=C1CCCCCCCCCCC1
assay / entry	49	50	51	52	53
APOBEC3G inh	-5	2	12	-11	-4
TIM10 inh	10	-2	5	10	-9
NALP3 yeast inh	13	15	28	1	-7
mIAP activ	1	1	1.1	0.95	1.1
A3A deaminase	0	-2	4	-5	-3
hIAP inh	-17	1	-13	-4	-10
tim10-1 inh	10	28	22	-1	-7
mIAP inh	-3	-4	-10	5	-5
MIN6 prolif	0	-2	-4	-1	-6

Assay outcomes: PubChem BioAssay, Sanford-Burnham Center for Chemical Genomics
